# Screens: PubChem BioAssay, National Center for Advancing Translational Sciences (NCATS)
# Sm TGR block = inhibitors of Schistosoma mansoni thioredoxin glutathione reductase | Q962Y6 | purified TGR, DTNB reduction, TNB absorbance 405 nm | Potency, µM (series often up to 114 µM), for inactives: top-dose activity change, negative = inhibition, actives largely listed as inhibitors | 3% of 360,000 active | AID 485364; also: potency is read from the fitted curve at half-maximal effect; nearly all actives have a fitted effect of over 60% in size
#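 First, TGR (20 nM dispensed) and NADPH were mixed with compound. Second, a 15 min room-temperature incubation followed. Third, further NADPH and then DTNB were added to start the reaction. Finally, TNB absorbance was monitored kinetically.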
# AMA1-RON2 inh = disrupts binding of P. falciparum AMA1 to RON2 | AlphaScreen AMA1-biotinylated RON2 peptide binding | Potency, µM (titrated, usually from 58.2 µM), inactives show at the top dose activity change, negative = inhibition, hits mostly inhibitors | 0.2% of 360,000 active;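 also: potency is read from the fitted curve at half-maximal effect; 0% = vehicle wells and -100% = peptide control; nearly all actives have a fitted effect of over 45% in size; some results filed as inactive show a strong effect at the top dose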
#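 AMA1 (3D7) with his tag at 25 nM final met compounds first, then biotinylated RON2 peptide at 25 nM; detection used donor plus acceptor beads, 10 µg/mL apiece, read by AlphaScreen after 30 min at room temperature.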
# TbPYK inhibitor = blocks Trypanosoma brucei pyruvate kinase | Q57TT1 | TbPYK enzyme, Kinase-Glo Plus ATP luminescence, 45 min | Potency, µM (doses to about 76.8 µM), for inactives: at the top dose activity, negative = inhibition, most hits filed as inhibitors | 0.12% of 410,000 active | AID 624173; also: potency is read from the fitted curve at half-maximal effect; nearly all actives have a fitted effect of over 50% in size
#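 TbPYK + substrate in 50 mM TEA pH 7.2, 100 mM KCl, 10 mM MgCl2, 0.05% BSA, 0.01% Tween-20; cpd pinned; ADP 130 uM final; 45 min RT; Kinase-Glo Plus 10 min; luminescence endpoint.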
# HCMV inh = blocks human cytomegalovirus replication; HFF cells, HCMV-luciferase reporter, 72 h; stronger effect = lower value; activity change, negative = inhibition, % at 57.5 µM; 4.5% of 410,000 active; AID 1259415; in the data active = activity change below about -60%; inconclusive = no clear call, values can overlap the other calls; inactive = above about -39%
#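 Inhibition of viral replication was scored as loss of reporter luminescence in HFFs infected with HCMV-luciferase (MOI 1 PFU/cell) for 72 h; compounds tested at 2 doses, normalized to buffer and Salinomycin controls.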
# AmpC detergent = AmpC beta-lactamase inhibition with detergent present | AmpC hydrolysis of nitrocefin, absorbance 480 nm, 0.01% Triton | Potency, µM (doses to about 114 µM), for inactives: at the top dose activity change, negative = inhibition, actives largely listed as inhibitors | 0.041% of 370,000 active;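 also: potency is read from the fitted curve at half-maximal effect; 0% = no-compound wells and -100% = no-enzyme wells; nearly all actives have a fitted effect of over 25% in size; some results filed as inactive show a strong effect at the top dose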
# Target sequence (P00811 whole entry, looked up): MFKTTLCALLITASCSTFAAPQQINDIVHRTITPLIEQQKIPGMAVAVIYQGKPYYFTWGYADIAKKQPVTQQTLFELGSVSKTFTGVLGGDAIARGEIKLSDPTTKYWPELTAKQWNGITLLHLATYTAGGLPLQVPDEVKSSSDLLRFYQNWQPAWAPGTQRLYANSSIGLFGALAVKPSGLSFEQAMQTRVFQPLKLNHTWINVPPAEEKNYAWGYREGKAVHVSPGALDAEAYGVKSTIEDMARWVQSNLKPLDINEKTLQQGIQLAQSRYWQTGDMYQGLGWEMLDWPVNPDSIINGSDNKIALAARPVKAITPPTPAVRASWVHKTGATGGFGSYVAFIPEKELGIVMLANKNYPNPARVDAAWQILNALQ
#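 AmpC (5.3 nM in the dispensed reagent) in 20 mM phosphate pH 7.0 with 0.01% (detergent screen) or 0.0001% Triton X-100 was preincubated with compounds for 15 min at room temperature. Nitrocefin was then added from an 800 uM solution, and hydrolysis was followed at 480 nm.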
# AmpC no deterg = blocks E. coli AmpC beta-lactamase in detergent-free assay; AmpC nitrocefin hydrolysis, absorbance 480 nm, 0.0001% Triton; Potency, µM (highest dose often 57.1 µM), inactives show at the highest dose activity change, negative = inhibition, usual class: inhibitors; 0.52% of 330,000 active; AID 485341;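 also: potency is read from the fitted curve at half-maximal effect; plate controls were no compound for no effect and no enzyme for full effect; nearly all actives have a fitted effect of over 20% in size; some results filed as inactive show a strong effect at the top dose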
#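 20 mM phosphate pH 7.0 + 0.01% (detergent screen) or 0.0001% Triton X-100; 5.3 nM AmpC reagent; cpd preinc 15 min RT; nitrocefin (800 uM stock) to start; A480 q20 s × 4 min; Activity was normalised to no-enzyme and no-compound control wells.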
# LmPK inhibitor = inhibitors of Leishmania mexicana pyruvate kinase; Q27686; purified LmPK, Kinase-Glo ATP luminescence, 1 h; Potency, µM (highest dose often 57.5 µM), inactives show at the highest dose activity change, negative = inhibition, actives largely listed as inhibitors; 0.37% of 290,000 active; AID 1721; also: potency is read from the fitted curve at half-maximal effect
# Target sequence (Q27686 whole entry, looked up): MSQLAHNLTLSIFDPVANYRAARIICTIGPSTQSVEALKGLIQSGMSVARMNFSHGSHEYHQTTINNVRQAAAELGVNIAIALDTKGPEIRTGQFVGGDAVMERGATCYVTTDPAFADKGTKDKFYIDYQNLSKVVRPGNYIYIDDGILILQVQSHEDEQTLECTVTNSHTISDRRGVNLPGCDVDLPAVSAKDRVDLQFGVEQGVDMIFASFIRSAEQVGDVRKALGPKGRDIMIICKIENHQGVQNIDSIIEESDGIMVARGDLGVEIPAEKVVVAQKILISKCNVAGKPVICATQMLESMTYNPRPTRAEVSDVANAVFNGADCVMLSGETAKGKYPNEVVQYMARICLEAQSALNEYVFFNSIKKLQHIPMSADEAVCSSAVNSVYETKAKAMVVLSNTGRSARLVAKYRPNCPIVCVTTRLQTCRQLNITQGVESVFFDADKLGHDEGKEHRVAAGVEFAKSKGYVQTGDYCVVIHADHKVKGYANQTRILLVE
#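 Kinase-Glo luminescence read after 1 h RT reaction of 0.1 nM LmPK with 0.5 mM PEP and 0.1 mM ADP. Activity scaled between uninhibited and enzyme-free controls.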
# Active calls of the source: *; ? = inconclusive; / = no result given; & = joins results of further samples; [ ] = another dose, or the depositor's remark. Unless noted, calls follow the shape of the dose curve; as a rule, active = well fitted curve in the direction sought with a large enough effect; inconclusive = small, poorly fitted or top-dose-only effect, or another doubt; inactive = no such curve, though single readings can be large; an effect the other way counts as inactive or inconclusive. Unless noted, % is scaled to controls: 0 for no effect and ±100 for the full control effect. Compounds as they come. About 7.4% of those tested had a hit in this group.
mol	Sm TGR block	AMA1-RON2 inh	TbPYK inhibitor	HCMV inh	AmpC detergent	AmpC no deterg	LmPK inhibitor
Cc1nnc(SCC(=O)Nc2sccc2C(N)=O)s1	-8%	13%	1%	0	-3%	-16%	/
Cc1ccc(NC(=O)CCC(=O)N/N=C/c2ccc([N+](=O)[O-])o2)cc1C	-21%	48%[activator]	1%	?	3%	-15%	0%
COc1cccc(/C=C(\C#N)c2nc3ccccc3c(=O)[nH]2)c1OC	1%	/	-10%	-8	?	/	/
COc1ccc(/C=N/NC(=O)CC#N)cc1Oc1nc(Cl)ncc1F	-10%	20%	-1%	-19	-6%	-10%	0%
CCC(CC)NC(=O)c1cccc(Br)c1	1%	0%	3%	43	-11%	-17%	2%
C#CCSc1nnc(-c2sc(-c3ccccc3)nc2C)n1C	8%	-1%	-22%	-22	-1%	-14%	5%
COCCNc1ccc([N+](=O)[O-])cc1C(=O)Nc1cccc(C)n1	10%	-9%	-8%	22	1%	-13%	2%
COCCNC(=O)CSc1c2c(nc3cc(Cl)ccc13)CCCC2	-5%	/	1%	5	-5%	/	/
O=C(c1nc2ccccn2c1CN1CCCC(c2nc3ccccc3o2)C1)N1CCCC1 (stereo unspecified)	-4%	-1%	-17%	-30	2%	110%[activator]	3%
Cc1cc(C)cc(Oc2ccccc2CO)c1	/	/	/	/	2%	-5%	3%
CCC(SC1=NCCS1)C(=O)Nc1nnc(-c2ccccc2OC)s1 (stereo unspecified)	6%	23%	2%	-97*	1%	10µM*	2%
CCOC(=O)c1c(N2CCCCC2)c2ccccc2[nH]c1=O	-20%	6%	-9%	-30	-13%	-2%	-1%
CCN(CC)c1ccc(C=Nc2cc(C)ccc2C)c(O)c1	5%	?	-20%	50	?	-5%	-2%
CCOc1cccc(=O)c2c(C)n(Cc3ccco3)c(C)c12	40µM*	13%	/	-26	-2%	-31%	8%
CSC1=NCCN1C(=O)c1ccc2c(c1)OCO2	3%	-9%	-1%	38	5%	-3%	3%
CCn1c(O)c(C=C2N=c3ccccc3=N2)sc1=S	-2%	-10%	-6%	7	1%	-13%	-5%
O=C(c1cc(C2CC2)nn1-c1ccccc1)N1CCN(Cc2ccccc2F)CC1	-23%	-18%	3%	-10	?	129%[activator]	/
CC1CCN(C2=NC(=O)/C(=C/c3cccc(O)c3)S2)CC1	5%	-3%	-5%	10	-3%	-24%	1%
COc1ccc(-c2nnc(NC(=O)c3ccc(S(=O)(=O)N(C)CC4CCCO4)cc3)o2)c(OC)c1 (stereo unspecified)	3%	55%[activator]	-5%	30	-7%	40%	1%
CCCC1C(c2ccco2)NC(c2ccco2)CC1(C)O (stereo unspecified)	?	-4%	4%	-6	-8%	-11%	-1%
COc1cc(NC(=O)C2=CC(c3ccc(F)cc3)=NS(=O)(=O)N2C)cc(OC)c1OC	1%	/	-11%	-13	-2%	/	/
COc1cc2[nH]c(=O)n(CCCC(=O)N3CCN(c4cccc(C(F)(F)F)c4)CC3)c(=O)c2cc1OC	7%	/	4%	-7	3%	/	/
CCCCC(CC)COC1(c2ccccc2)OC(=O)c2ccccc21 (stereo unspecified)	3%	12%	0%	40	5%	-11%	2%
COc1cc(/C(C)=N/NC(=O)c2cccc(S(=O)(=O)N3CCCC3)c2)cc(OC)c1OC	-1%	22%	-4%	22	7%	73%[activator]	0%
O=C(N/N=C/c1ccc(F)cc1)c1ccc(OCc2ccccc2)cc1	3%	26%	24%	-23	2%	-33%	0%

# Rewritten field by field: part of the list above.
molecule: CCN(CC)c1ccc(C=Nc2cc(C)ccc2C)c(O)c1
  Sm TGR block: 5%
  AMA1-RON2 inh: ?
  TbPYK inhibitor: -20%
  HCMV inh: 50
  AmpC detergent: ?
  AmpC no deterg: -5%
  LmPK inhibitor: -2%
molecule: CCOc1cccc(=O)c2c(C)n(Cc3ccco3)c(C)c12
  Sm TGR block: 40µM*
  AMA1-RON2 inh: 13%
  TbPYK inhibitor: /
  HCMV inh: -26
  AmpC detergent: -2%
  AmpC no deterg: -31%
  LmPK inhibitor: 8%
molecule: CSC1=NCCN1C(=O)c1ccc2c(c1)OCO2
  Sm TGR block: 3%
  AMA1-RON2 inh: -9%
  TbPYK inhibitor: -1%
  HCMV inh: 38
  AmpC detergent: 5%
  AmpC no deterg: -3%
  LmPK inhibitor: 3%

# Next section
mol	Sm TGR block	AMA1-RON2 inh	TbPYK inhibitor	HCMV inh	AmpC detergent	AmpC no deterg	LmPK inhibitor
Cc1onc(-c2ccccc2Cl)c1C(=O)Nc1nc2ccc(S(C)(=O)=O)cc2s1	2%	10%[11.6 µM]	-2%	-17	-8%	-55%	1%
Cc1ccccc1-n1c(SCC(=O)NCC2CCCO2)nc2c([nH]c3ccccc32)c1=O (stereo unspecified)	-10%	-11%	1%	-37	0%	-10%	-7%
CSc1cccc(NC(=O)C2CCN(C(=O)c3cnn(-c4ccccc4)c3-n3cccc3)CC2)c1	2%	/	1%	-15	4%	/	/
Cc1cc(C)cc(NC(=O)CN2C(=O)c3ccccc3C2=O)c1	8%	5%	-2%	-3	?	-11%	-5%
CC(=O)c1ccc(OC2(C)CCN(Cc3cccn3-c3nccs3)C2)cc1 (stereo unspecified)	/	-14%	4%	5	/	/	/
O=C(/C=C/c1ccc(OC2CSC2)cc1)c1ccccc1	8%	40%[activator]	?	57	-9%	-57%	25µM*
COC(=O)c1ccc(CSC2=NC[C@@H]3[C@@H]4C(=O)N(Cc5ccccc5)C(=O)[C@@H]4[C@](Cc4ccccc4)(C(=O)OC)N23)cc1	/	-9%	-1%	-7	/	-6%	/
COc1c(C)cccc1C(=O)NC(=S)Nc1cccc2nsnc12	/	-10%	-18%	-25	-10%	-12%	3%
O=C(NC(=S)Nc1ccc(S(=O)(=O)N2CCCCC2)cc1)c1cccs1	?	18%	4%	-15	-9%	-33%	2%
O=C1OC(N2CCN(C(=O)C3CCCO3)CC2)c2ccccc21 (stereo unspecified)	-8%	19%	-1%	15	-6%	-6%	0%
CCCCCN(CCCCC)C(=O)C(CCC(=O)O)NC(=O)c1ccc(Cl)c(Cl)c1 (stereo unspecified)	/	-9%	-4%&3%	-61*	/	/	/
Cc1ccc(S(=O)(=O)NC(=O)C2(C)CCN2C(=O)COc2ccc(Cl)cc2)nc1 (stereo unspecified)	/	93%[activator]	0%	-14	/	/	/
CN(CCC#N)Cc1cc(=O)oc2ccc3ccccc3c12	?	-13%	-10%	-62*	-2%	-17%	4%
CCCn1c(=O)c2sccc2n2c(CCCC(=O)N3CCN(c4ccccc4)CC3)nnc12	5%	/	-1%	0	17%	/	/
COc1ccnc(Oc2ccc(F)cc2)c1C(=O)N/C=N/OCc1ccc(F)cc1Cl	0%	-3%	-8%	-10	-8%	113%[activator]	-1%
O=C(CSc1nnc(SCc2ccc(Cl)cc2)s1)N/N=C/c1ccccc1C(=O)O	3%	26%	-13%	-25	4%	-24%	6%
COc1ccc(/C=C/C(=O)c2sc(-c3ccc(Cl)cc3)nc2C)cc1	2%	/	/	/	6%	-11%	1%
CCN1C(=O)[C@@H]2[C@@H](c3ccc(-c4ccc(C(C)=O)cc4)cc3)N3CCCC[C@@]3(C(=O)OC)[C@@H]2C1=O	?	-12%	2%	-4	-8%	72%[activator]	/
Clc1ccc2nc(-c3ccc4c(c3)OCO4)cn2c1	14%	-2%	-7%	6	12%	-18%	?
COc1cccc(-c2c(-c3cc(OC)cc(OC)c3)n(C)c3ccc(-c4ccc(OC)nc4)cc23)c1	1%	-19%	-4%	1	2%	-15%	/
COc1ccc(NC(=O)NNC(=O)c2ccc(-c3ccccc3)cc2)c(OC)c1	14%	17%	-9%	-8	-11%	-30%	9%
CC(=O)c1cc2c(cc1NC(=O)c1cc3nc(C(C)C)cc(C(F)(F)F)n3n1)OCO2	16%	1%	0%	-35	-8%	-6%	4%
CCC(C)(C)C1CCc2[nH]nc(C(=O)NCCN3CCOCC3)c2C1 (stereo unspecified)	2%	-2%	1%	-12	2%	147%[activator]	/
Cc1ccc(C(=O)Nc2cccc(OCc3cc(=O)n4c5c(sc4n3)CCCC5)c2)cc1	5%	/	0%	37	1%	/	/
CC1(C)CC2CN(C(=O)Cc3ccccc3)C(C)(C2)C1 (stereo unspecified)	25%	16%	-2%	-25	-6%	2%	2%
Cc1ccc(S(=O)(=O)N/N=C/c2ccc(O)cc2O)cc1[N+](=O)[O-]	-5%	98%[activator]	-6%	?	1%	-23%	9%
Cc1ccccc1C(=O)Nc1ccc(C(=O)OCc2cc(=O)n3c4c(sc3n2)CCCC4)cc1	7%	/	1%	-30	9%	/	/
CCc1n(CC(O)COC2CCCCC2)c2ccccc2[n+]1C (stereo unspecified)	0%	2%	-13%	-30	0%	-5%	2%
COc1ccc(CNC(=O)c2nnn(-c3cccc(C(F)(F)F)c3)c2N)cc1	-4%	-9%	1%	-29	?	2%	1%
CC(=O)N(Cc1ccccc1)c1ccccc1C(=O)O	0%	4%	-1%	5	1%	1%	3%
CCN(c1ccccc1)S(=O)(=O)c1cccc(C(=O)N(C)CCOc2ccccc2)c1	-7%	44%[activator]	0%	-25	-10%	94%[activator]	/
CCCCc1n[nH]c2c1C(=O)CC(C)(C)C2	3%	8%	-1%	-85*	-3%	-3%	1%
Cc1cccc(NC(=O)c2cccc(S(=O)(=O)N3CCCC3)c2)n1	-12%	27%	0%	-21	-12%	?	/
CCc1ccc(NC(=O)C(CC)n2nnc(C(=O)OC)c2C(=O)OC)cc1 (stereo unspecified)	-2%	/	-1%	-4	19%	/	/
COc1ccc(-n2ccnc(SCC(=O)NC3CCCC3)c2=O)cc1	-1%	25%	5%	0	-3%	-1%	-13%
O=C(Nc1ccc(Br)cc1)C1CCN(c2cnccn2)CC1	-5%&-4%	-5%	1%&0%	?	-14%&23%	-15%	5%
C=CC[C@@H](CC(=O)N[C@H](CO)Cc1ccccc1)C(=O)N[C@H](COC(=O)[C@@H](CC=C)Cc1ccc(F)cc1)C(C)(C)C	/	13%	1%	-10	/	176%[activator]	/
COc1ccc(C(=O)Nc2ccc(F)cc2F)cc1OC	-19%	18%	7%	-11	-2%	-22%	-10%
C/C(=N\O)C(C)Oc1ccc(Cl)cc1 (stereo unspecified)	?	0%	2%	-25	?	0%	-4%
